Bioassay records (PubChem BioAssay)
GoLoco inh red: blocks human Gai1 binding to RGS12 GoLoco peptide, red readout | P63096 | Gai1:RGS12 GoLoco peptide FP, rhodamine, 10 min | Potency, µM (top dose mostly 61.6 µM), for inactives: at the highest dose activity, negative = inhibition, most hits filed as inhibitors | 230,000 compounds, 0.44% hits | AID 880; active = well fitted inhibition curve with a large enough effect, not every such curve was filed as active; inactive = no such curve, though single readings can be large or run the other way; note: nearly all actives have a fitted effect of over 30% in size; many of its hits are not listed in these tables
L3MBTL1 inh: inhibitors of human L3MBTL1. AlphaScreen L3MBTL1–H3K9me1 peptide binding. Potency, µM (doses to about 57.1 µM), without a hit: at the top dose activity, negative = inhibition, usual class: inhibitors. 230,000 compounds, 0.66% hits. AID 485360; note: nearly all actives have a fitted effect of over 60% in size
Target sequence (Q9Y468 whole entry, looked up): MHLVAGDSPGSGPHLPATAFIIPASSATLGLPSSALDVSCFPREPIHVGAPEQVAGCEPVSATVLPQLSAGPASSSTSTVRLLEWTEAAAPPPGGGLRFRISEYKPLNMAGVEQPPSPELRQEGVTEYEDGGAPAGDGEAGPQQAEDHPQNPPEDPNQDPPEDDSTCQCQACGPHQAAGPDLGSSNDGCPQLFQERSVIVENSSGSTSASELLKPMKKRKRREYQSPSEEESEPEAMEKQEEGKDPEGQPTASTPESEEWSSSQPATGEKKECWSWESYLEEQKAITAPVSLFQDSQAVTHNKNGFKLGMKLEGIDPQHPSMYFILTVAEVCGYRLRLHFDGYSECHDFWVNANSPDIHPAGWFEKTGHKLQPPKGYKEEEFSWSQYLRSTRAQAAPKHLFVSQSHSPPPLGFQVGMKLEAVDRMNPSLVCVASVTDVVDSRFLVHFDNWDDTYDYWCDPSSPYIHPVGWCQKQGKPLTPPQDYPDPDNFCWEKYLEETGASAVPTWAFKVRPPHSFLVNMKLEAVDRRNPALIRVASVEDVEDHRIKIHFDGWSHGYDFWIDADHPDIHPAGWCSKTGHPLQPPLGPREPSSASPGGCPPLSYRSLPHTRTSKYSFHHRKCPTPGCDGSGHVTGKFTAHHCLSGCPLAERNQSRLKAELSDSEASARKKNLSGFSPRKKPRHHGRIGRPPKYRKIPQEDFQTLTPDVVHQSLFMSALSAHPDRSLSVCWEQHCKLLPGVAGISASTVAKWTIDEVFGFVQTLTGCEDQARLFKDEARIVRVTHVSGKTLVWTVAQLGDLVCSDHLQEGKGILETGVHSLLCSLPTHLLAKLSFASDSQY
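L3MBTL1 50 nM + b-AHA-H3(1-15)K9me1 75 nM, 30 min RT; compound added, 30 min RT; streptavidin donor/Ni-chelate acceptor beads 10 ug/mL each final, 30 min RT dark; AlphaScreen read.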
TRb SRC2 PPI: TRbeta-SRC2 interaction inhibition; TRbeta-SRC2 peptide binding, fluorescence polarization; receptor liganded with 1 µM T3; AID 1469; Potency, µM (highest dose often 106 µM), for inactives: top-dose activity change, negative = inhibition, hits mostly inhibitors; P10828; 280,000 compounds, 0.065% hits;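 note: plate controls were bound peptide for no effect and peptide without receptor for full effect; nearly all actives have a fitted effect of over 50% in size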
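Binding of a 20-amino-acid Texas Red SRC2 peptide (20 nM) to TRb ligand-binding domain (0.6 uM) with agonist T3 at 1 uM was followed by fluorescence polarization after a 5 hr room-temperature incubation.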
GAA spleen mod: inhibitors or activators of human alpha-glucosidase in spleen homogenate; AID 2112; Potency, µM (highest dose often 79.9 µM), for inactives: at the top dose activity change, negative = inhibition, usual class: inhibitors; 240,000 compounds, 0.006% hits; human spleen homogenate, 4-MU-alpha-glucoside fluorescence; P10253;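 note: 0% = enzyme with vehicle and -100% = no enzyme basal signal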
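AC50 values come from Hill-equation fits of concentration-response data, normalized to no-enzyme and full-activity controls. Enzyme source: 1 ug human spleen homogenate; 1 mM fluorogenic 4-MU glucoside, pH 5.0 citrate buffer, 37 C, 40 min.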
GAA glycogen mod: inhibitors or activators of human alpha-glucosidase glycogen cleavage; P10253; recombinant GAA, glycogen substrate, Amplex Red glucose oxidase fluorescence; Potency, µM (highest dose often 76.4 µM), for the others: top-dose activity change, negative = inhibition, hits mostly inhibitors; 300,000 compounds, 0.38% hits; AID 2100;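 note: 0% = full enzyme reaction and -100% = no-enzyme basal signal; the screen sought inhibitors and activators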
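Recombinant human alpha-glucosidase (4 nM final) hydrolysed bovine liver glycogen (30 ug) for 40 min at 37 C in pH 5.0 citrate/phosphate with 0.01% Tween-20. Released glucose detected by glucose oxidase/Amplex Red, Ex 573/Em 610 nm. Compounds up to 77 uM; AC50 from Hill fits.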
RECQ1 inh: blocks DNA unwinding by human RECQ1; Potency, µM (series often up to 57.3 µM), inactives show at the top dose activity, negative = inhibition, hits mostly inhibitors; P46063; 240,000 compounds, 0.54% hits; RECQ1 DNA unwinding, red fluorescence kinetic read;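 note: plate controls were vehicle for no effect and no enzyme for full effect; nearly all actives have a fitted effect of over 30% in size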
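50 nM RECQ1T1 preincubated 15 min with compound in Tris pH 8.0 buffer with MgCl2, DTT, Tween-20 and 2.5 ug/ml poly(dI-dC); started with 200 nM TAMRA/BHQ-2 forked duplex and 2 mM ATP. Unwinding read as fluorescence (525/598 nm), two reads 2 h apart.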
TexasRed fluor: counter-screen for TRb-SRC2 inhibitors: fluorescence interference. TRb/SRC2 Texas Red total fluorescence interference. Potency, µM (top dose mostly 106 µM), for the others: at the top dose fluorescence change, negative = quenching. 280,000 compounds, 0.29% hits; active = well fitted curve in either direction with a large enough effect; inconclusive = small, poorly fitted or top-dose-only effect
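Flags fluorescent or light-absorbing compounds by total fluorescence, S + 2P, at 555 nm excitation and 632 nm emission. Mixture: 20 nM Texas Red SRC2 peptide, 0.6 uM human TRb LBD, 1 uM T3, 5% DMSO; compound exposure 5 h at ambient temperature.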
GAA inhib: blocks human lysosomal alpha-glucosidase; P10253; purified human GAA, 4-MU-alpha-glucoside fluorescence; Potency, µM (series often up to 76.9 µM), for inactives: at the top dose activity change, negative = inhibition, actives largely listed as inhibitors; 200,000 compounds, 0.005% hits;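 note: plate controls were uninhibited enzyme wells for no effect and no-enzyme background for full effect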
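Activity normalized between no-enzyme (basal) and enzyme-only wells. Conditions: 4 nM human enzyme, 400 uM fluorogenic substrate, citrate/phosphate pH 5.0 with Tween-20, 20 min room temperature, compounds up to 77 uM.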
Numbers without * were called inactive; i = inactive; ? = inconclusive; . = not tested or not shown; [ ] = another dose, or the depositor's remark. Unless noted, calls come from the whole dose curve; as a rule, active = well fitted curve in the direction sought with a large enough effect; inconclusive = small, poorly fitted or top-dose-only effect, or another doubt; inactive = no such curve, though single readings can be large; an effect the other way counts as inactive or inconclusive. Unless noted, % is set by controls: 0 for no effect and ±100 for the full control effect; potency is the fitted concentration of half-maximal effect.

SMILES	GoLoco inh red	L3MBTL1 inh	TRb SRC2 PPI	GAA spleen mod	GAA glycogen mod	RECQ1 inh	TexasRed fluor	GAA inhib
CCN(CC)c1ccc(/C=C2\C(=O)N(c3nnc(C)c(=O)[nH]3)N=C2C)cc1	206%[activator]	?	2%	-1%	-2%	4%	-5%	.
COc1ccc(N2CC(C)Cn3c2nc2c3c(=O)n(CCc3ccccc3)c(=O)n2C)cc1 (stereo unspecified)	-8%	4%	-4%	-2%	-10%	-4%	-7%	-3%
CC(C)(C)C1=CC(=O)C(N2CCOCC2)=CC1=O	-6%	-14%	2%	-4%	-17%	i	6%	-1%
COc1ccc(COC(=O)N/N=C2/C[C@@H](O)[C@@H](O)[C@@H]3[C@@H]4C(=O)N(Cc5ccccc5)C(=O)[C@H]4CC[C@H]23)cc1	.	.	-4%[11.2 µM]	-3%[17.4 µM]	.	-4%[11.5 µM]	-3%[11.2 µM]	.
Cc1ccc(S(=O)(=O)N(C)C)cc1NC(=O)COC(=O)c1n[nH]c(=O)c2ccccc12	5%	3%	-9%	9%	-16%	-5%	-3%	6%
c1ccc(-c2cn(-c3ccccc3)c3[n+]2CCCS3)cc1	0%	1%	-6%	3%	-3%	5%	0%	.
CCOc1cc(NC(=S)NCCCN(C)C)c(OCC)cc1NC(=O)c1cccs1	0%	-11%	8%	0%	-4%	-3%	2%	-2%
Cc1cc2cc3c(N)[nH]nc3nc2cc1C	10%	-2%	0%	-6%	8.9µM*	-10%	-11%	5%
CC(=O)Nc1ccc(-c2cc(C(=O)O)c3ccccc3n2)cc1	-7%	.	-1%	7%	-2%	11%	-2%	.
COCc1cc(=O)[nH]c(/N=C(\N)Nc2ccc(C)cc2C)n1	4%	7%	-4%	2%	-3%	i	1%	4%
CCN(CC(=O)Nc1cccc(OC)c1)CC(=O)Nc1ccc(C)cc1Cl	-11%	.	2%	-10%	7%	-3%	4%	1%
COCc1ccc(C(=O)NC(C)c2cnn(-c3ccccc3C)c2C)o1 (stereo unspecified)	2%	-5%	2%	-14%	-15%	-10%	-4%	6%
Cc1cc(C)c(C#N)c(SCc2ccccc2[N+](=O)[O-])n1	2%	-13%	-3%	0%	-2%	-2%	-4%	0%
O=C(Nc1cccc(-c2cn3cccnc3n2)c1)c1ccco1	14%	-3%	-1%	28%	11%	-5%	-5%	?
COc1ccc(OCCNC(=O)C(Cc2c[nH]c3ccccc23)NC(C)=O)cc1 (stereo unspecified)	-1%	-13%	-5%	3%	-2%	-6%	1%	8%

Looked up one by one from above:
SMILES	GoLoco inh red	L3MBTL1 inh	TRb SRC2 PPI	GAA spleen mod	GAA glycogen mod	RECQ1 inh	TexasRed fluor	GAA inhib
COc1ccc(COC(=O)N/N=C2/C[C@@H](O)[C@@H](O)[C@@H]3[C@@H]4C(=O)N(Cc5ccccc5)C(=O)[C@H]4CC[C@H]23)cc1	.	.	-4%[11.2 µM]	-3%[17.4 µM]	.	-4%[11.5 µM]	-3%[11.2 µM]	.
COCc1ccc(C(=O)NC(C)c2cnn(-c3ccccc3C)c2C)o1 (stereo unspecified)	2%	-5%	2%	-14%	-15%	-10%	-4%	6%
Cc1cc(C)c(C#N)c(SCc2ccccc2[N+](=O)[O-])n1	2%	-13%	-3%	0%	-2%	-2%	-4%	0%
CC(C)(C)C1=CC(=O)C(N2CCOCC2)=CC1=O	-6%	-14%	2%	-4%	-17%	i	6%	-1%

(list continues)
SMILES	GoLoco inh red	L3MBTL1 inh	TRb SRC2 PPI	GAA spleen mod	GAA glycogen mod	RECQ1 inh	TexasRed fluor	GAA inhib
CCOC(=O)CC(NC(=O)Cc1ccccc1)c1ccccc1Cl (stereo unspecified)	5%	0%	-5%	-4%	2%	-3%	0%	-2%
O=C(Nc1cccnc1Cl)c1cccnc1Cl	16%	.	-1%	-2%	-4%	i	0%	-5%
CC(C)Oc1cccc(C(=O)NC(=S)NCc2cccnc2)c1	174%[activator]	-12%	-1%	1%	-7%	-20%	2%	1%
Cc1nn(-c2ccccc2)c(C)c1/C=N/NC(=O)CSc1nnc(SCc2cccc3ccccc23)s1	0%	-11%	2%	-1%	4%	-10%	-2%	?
CCNC(=S)NNC(=O)Cn1nc(C)cc1C	4%	3%	1%	1%	?	i	-9%	-6%
O=C(Nc1cccnc1)c1ccc(CN2CCc3ccccc3C2)cc1	1%	2%	-3%	2%	-10%	-3%	-4%	-14%
Cc1cc(C)c2nc(NNC(=O)c3ccc(S(=O)(=O)N4CCCCC4)cc3)sc2c1	-12%	?	8%	-3%	5%	-7%	-1%	-8%
CSc1ncccc1C(=O)Nc1nc2ccc(F)cc2s1	1%	.	-2%	-12%	12%	-7%	-1%	-2%
O=C1CSC(=S)N1/N=C/C=C/c1ccccc1	83%[activator]	-25%	11%	-5%	-14%	?	5%	-4%
CCOC(=O)c1c(C)c(C(=O)Nc2cc(OC)ccc2OC)c(C)n1CC	5%	-4%	8%	-4%	-13%	i	2%	-5%
Cc1ccc(NS(=O)(=O)c2ccc(NC(=O)c3cccs3)cc2)cc1	3%	-2%	0%	-28%	1%	-14%	-3%	8%
COc1ccc(-n2c(=O)c3c4c(sc3n(CC(=O)NCc3ccco3)c2=O)CCC4)c(OC)c1	3%	-21%	0%	-1%	1%	2%	-2%	-5%
CCOc1ccc2nc(SC3CC(=O)N(c4ccc(C)cc4)C3=O)sc2c1 (stereo unspecified)	11%	-14%	5%	3%	2%	-4%	2%	-5%
Cc1ccc(S(=O)(=O)Oc2cccc(N3C(=O)C4CC=CCC4C3=O)c2)cc1 (stereo unspecified)	10%	3%	0%	-13%	3%	i	1%	-1%
Cc1cccc(NC(=S)N(CCCN2CCOCC2)Cc2cn(C)c3ccccc23)c1	6%	?	-8%	-8%	6%	2%	-1%	0%
COc1ccc(-n2nc3ccc(NS(C)(=O)=O)cc3n2)cc1Cl	9%	.	-1%	3%	3%	7%	4%	?
COc1ccc(OCCn2cc(/C(N)=N/O)c3ccccc32)cc1	-3%	-5%	-15%	-5%	12µM*	4%	-3%	?
O=C(CCC(=O)Nc1nnc(C2CCCCC2)s1)NCc1ccccc1	2%	1%	-4%	4%	6%	?	0%	.
COc1ccc(N=Cc2cc3c(cc2O)OC(N)=C(C#N)C3c2ccccc2)cc1 (stereo unspecified)	52%[activator]	8%	7%	-14%	-14%	-8%	-11%	1%
CC(/C=N\NC(=O)CN1CCN(Cc2ccccc2)CC1)=C\c1ccco1	9%	-3%	4%	-4%	-1%	-24%	?	-7%
COC(CNC(=O)c1cccc(-n2c(=S)[nH]c3cc(Cl)ccc3c2=O)c1)OC	6%	-30%	3%	-2%	-4%	-16%	-1%	-1%
COc1ccc(/C=N/NC(=O)CCSc2nc3ccccc3s2)cc1	14%	-6%	7%	-5%	-14%	-7%	-1%	-5%
CC1(C)OC2OC(C(=O)N/N=C/c3cc(Br)ccc3O)C3OC(C)(C)OC3C2O1 (stereo unspecified)	4%	3%	12%	-16%	-6%	-3%	-1%	8%
CCOC(=O)c1c(C)n(C)c2cc(CN(C)C)c(O)c(S(=O)(=O)c3ccccc3)c12	9%	2%	1%	0%	7%	17%	-1%	7%
Cc1nc(/C=C/c2ccccc2)[nH]c(=O)c1-c1ccccc1	2%	14%	1%	-2%	-1%	-2%	-2%	-11%
O=C(CSc1n[nH]c(=O)[nH]c1=O)c1ccc([N+](=O)[O-])cc1	-11%	.	-6%	-4%	-17%	-11%	-4%	.
CCCCCCCCC1OC1CCCCCCCC(=O)O (stereo unspecified)	4%	.	-1%	5%	.	6%	1%	.
CCSc1ccc(C(=O)Nc2cccc(C)n2)cc1[N+](=O)[O-]	0%	-4%	-5%	3%	2%	i	-3%	3%
O=C(Nc1cccnc1)c1cc(-c2ccc(Br)cc2)on1	10%	?	-13%	-4%	2%	-15%	1%	2%
O=C(Nc1sc2c(c1C(=O)O)CCC2)c1ccccc1	-2%	.	0%	-6%	5%	-17%	-7%	2%
Cc1cc(CNC(=O)c2cccc([N+](=O)[O-])c2)c2ccccc2n1	5%	.	-14%	0%	?	-10%	0%	5%
CCN(CC)S(=O)(=O)c1ccc(C)c(NC(=O)CNCCN(C(C)C)C(C)C)c1	-6%	-5%	7%	-1%	8%	i	-1%	9%
Cc1c(O)ccc(C(=O)COc2ccc(F)cc2)c1O	.	-4%	-1%	0%	5%	i	0%	-1%
Cc1ccc(-c2nc(N/N=C/c3cccnc3)c3ccccc3n2)cc1	18%	.	4%	-20%	20%	-12%	-3%	?
Cc1ccc(N(C(=O)CC2NC(=O)NC2=O)C2(C(=O)NC3CCCC3)CCCCC2)cc1 (stereo unspecified)	-8%	2%	-23%	-4%	3%	-14%	-1%	8%
Cc1ccc(CNc2nc3ccccc3n3nnnc23)cc1	17%	.	2%	-5%	-3%	i	4%	-6%
COc1cc2c(cc1OC)C(=O)OC2	3%	.	1%	0%	.	-4%	-3%	.
CC1CC(N(C(=O)c2ccc(Cl)cc2)c2ccccc2)c2ccccc2N1C(=O)c1ccco1 (stereo unspecified)	12%	.	-1%	-7%	-11%	-13%	-4%	-3%
Cc1ccc(NC(=O)COC(=O)Cc2csc(-c3ccc(Cl)cc3)n2)cc1C	12%	5%	-3%	4%	-1%	i	2%	5%
Cc1cc2ccccc2n2c(SCC(=O)NCC3CCCO3)nnc12 (stereo unspecified)	7%	3%	-9%	2%	-17%	i	-3%	1%
O=C(COC(=O)C1=COCCO1)NCc1ccc(Cl)cc1	0%	0%	-11%	-8%	8%	-19%	0%	-7%
Cc1nn(C)c(C)c1S(=O)(=O)NC1CCCc2ccccc21 (stereo unspecified)	-3%	-7%	6%	7%	1%	-15%	-1%	-3%
Cc1cc(N2CC(C)OC(C)C2)n2cc(-c3ccccc3)nc2n1 (stereo unspecified)	3%	0%	0%	1%	0%	-4%	2%	4%
CN(CCc1ccccn1)Cc1ccc(Cl)cc1	-2%	.	-12%	2%	-2%	i	-1%	-2%

Not all compounds are listed; the hit share may differ from the screen's.
